Screening data as filed in PubChem.
KCNQ1 pot: potentiators or activators of KCNQ1 channel, primary screen, cell-based, thallium flux, high-throughput; Potassium voltage-gated channel subfamily KQT member 1 (Homo sapiens), P51787; CHO-K1 KCNQ1, thallium flux FluxOR fluorescence; stronger effect = higher value; B-score at 10 µM; 310,000 tested, 0.35% active; AID 2648, 2010;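 active means fluorescence ratio B-score, a plate-corrected score, at least three library SD, with initial intensity B-score within 5 SD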
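Assay system: stable KCNQ1 CHO-K1 line; medium: assay buffer, equal DMSO in all wells; timing: 90 min dye loading and 20 min compound exposure, both at room temperature; technique: kinetic FluxOR thallium fluorescence, 10-s 1-Hz baseline, 110-s post-stimulus read; read-out basis: B score of baseline-normalized fluorescence ratio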
KCNQ1 inh: inhibitors of human KCNQ1 channel, primary screen, cell-based, thallium flux, high-throughput; AID 2642, 2010; B-score at 10 µM; 310,000 tested, 1.3% active; CHO-K1 KCNQ1, FluxOR thallium flux fluorescence; stronger effect = higher value;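 active means compounds whose thallium flux B-score, printed positive for inhibition, exceeds three library SD while starting fluorescence stays within three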;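 further: channel opened by potassium depolarization with thallium stimulus after 20 min compound exposure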
GSK3 alpha inh: blockers of GSK3A enzyme activity – biochemical, luminescence, cell-free homogeneous, HTS, primary screen | GSK-3 alpha kinase, ADP-Glo luminescence, 60 min | inhibition, % at 10 µM | 320,000 tested, 0.1% active;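 in the data active means inhibition above about 50%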;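 further: GST-tagged GSK-3 alpha with peptide substrate and 25 µM ATP; 0% = DMSO neutral wells and 100% = GW8510 positive control wells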
KCNK9 inh: KCNK9 potassium channel inhibitors, primary screen, HEK293 cells, thallium flux. B-score at 10 µM. FluxOR thallium flux fluorescence; stronger effect = lower value. Potassium channel subfamily K member 9 (Homo sapiens), Q9NPC2. 310,000 tested, 1.2% active;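 active means ratio B-score over 3 SD below the library mean, with starting fluorescence within 5 SD of its mean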;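 further: negative B-score means less thallium flux so channel inhibition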
RGS4 inh: RGS4 inhibitors, primary screen, cell-based, HEK293 M3R inducible RGS4, calcium flux; Regulator of G-protein signaling 4 (Homo sapiens), P49798; Fluo-4 calcium flux; stronger effect = higher value; triggered by carbachol at its EC20; B-score at 10 µM; 310,000 tested, 0.45% active;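 active means B-score, a plate-corrected calcium signal, over three deviations above library mean, with baseline fluorescence within five deviations of library mean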;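 further: RGS4 expression induced by doxycycline in cells with stable M3 receptor; B-score is computed from the integrated fluorescence ratio over baseline after carbachol; higher B-score means a larger calcium signal and so more RGS4 inhibition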
Dyrk1A ADPGlo: rat Dyrk1A kinase inhibitors, primary screen, biochemical, single point, plate reader; ADP-Glo luminescence, NFATc1 peptide; inhibition, % at 12.5 µM; 310,000 tested, 0.43% active; Dual specificity tyrosine-phosphorylation-regulated kinase 1A (Rattus norvegicus), Q63470; in the data active means inhibition above about 50%;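 further: plate controls were vehicle with enzyme for no effect and no enzyme for full effect; many of its hits are not listed in these tables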
GSK3beta inhib: human GSK3beta kinase inhibitors, primary screen, biochemical, cell-free homogeneous, HTS; AID 2097, 2009; activity score (negative = inhibition), % at 10 µM; Glycogen synthase kinase-3 beta (Homo sapiens), P49841; 300,000 tested, 0.038% active; GST-GSK3beta kinase, ADP-Glo luminescence, 60 min; stronger effect = lower value;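 active means more than half of replicate wells score below -50%, meaning over 50% inhibition versus plate controls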;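 further: 0% = median DMSO wells and -100% = median GW8510 positive control wells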
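test system = GST-tagged human GSK3beta kinase, cell-free | reagent = 25 µM ATP with peptide substrate | dosing = one dose of 10 µM per compound | schedule = 60 min reaction, RT | detection = luminescent ADP-Glo measurement of ADP formed | control set = DMSO neutral wells and GW8510 at 20 µM as positive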
PolyA inhibitor: polyadenylation inhibitors in yeast reporter cells, primary screen, luminescence, S. cerevisiae; S. cerevisiae SKY197-pL101 polyadenylation reporter, beta-gal luminescence; efflux-impaired pdr1/pdr3 knockout yeast; score 100 = 6 SD above DMSO; calls only at 12 µM; 300,000 tested, 0.02% active; AID 1875, 2009;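 active means lowest replicate activity score at least 50, where 100 means six control SD above control mean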;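 further: yeast exposed to compound for 9 h at 30 °C; higher score means more reporter readthrough which indicates perturbed polyadenylation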
RGS4 act: RGS4 potentiators or activators, primary screen, cell-based, HEK293 M3R inducible RGS4, calcium flux. AID 463111, 2010. 310,000 tested, 0.92% active. carbachol calcium flux Fluo4; stronger effect = lower value. B-score at 10 µM;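 active means B-score of the integrated calcium signal more than 4 SD below the library mean, with starting fluorescence not abnormally high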;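 further: negative B-score means reduced calcium response which marks RGS4 activation or potentiation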
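Test system: HEK293 cells with stable M3R and inducible RGS4; also added: carbachol at ECmax as muscarinic agonist stimulus; schedule: dye loading 30 min 37 °C, buffer rest 30 min RT; technique: kinetic calcium fluorescence imaging with Fluo4-AM dye, 2 µM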
KCNK3 inh: human KCNK3 channel inhibitors, primary screen, CHO cells, FluxOR thallium flux, B-score | 340,000 tested, 0.84% active | B-score at 10 µM | FluxOR fluorescence; stronger effect = lower value | AID 602410, 2012 | Potassium channel subfamily K member 3 (Homo sapiens), O14649;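 active means B-score under library mean minus 4 SD, starting fluorescence ratio at most library mean plus 5 SD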;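 further: more negative B-score means stronger inhibition of thallium flux through KCNK3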
hERG protect: hERG rescue from dofetilide block, primary screen, cell-based, CHO-hERG, FluxOR thallium flux, dofetilide IC70; activation (rescue from dofetilide block), less the hit threshold, % at 10 µM; AID 1511, 2009; 310,000 tested, 0.51% active; dofetilide IC70 present;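 active means activation above the mean of controls blocked by dofetilide plus 5 SD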;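 further: thallium influx through hERG after potassium depolarization seen as dye fluorescence rise; in these data hits start at about 4.7%; inactives centre near -7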
Target sequence (Q12809 whole entry, looked up): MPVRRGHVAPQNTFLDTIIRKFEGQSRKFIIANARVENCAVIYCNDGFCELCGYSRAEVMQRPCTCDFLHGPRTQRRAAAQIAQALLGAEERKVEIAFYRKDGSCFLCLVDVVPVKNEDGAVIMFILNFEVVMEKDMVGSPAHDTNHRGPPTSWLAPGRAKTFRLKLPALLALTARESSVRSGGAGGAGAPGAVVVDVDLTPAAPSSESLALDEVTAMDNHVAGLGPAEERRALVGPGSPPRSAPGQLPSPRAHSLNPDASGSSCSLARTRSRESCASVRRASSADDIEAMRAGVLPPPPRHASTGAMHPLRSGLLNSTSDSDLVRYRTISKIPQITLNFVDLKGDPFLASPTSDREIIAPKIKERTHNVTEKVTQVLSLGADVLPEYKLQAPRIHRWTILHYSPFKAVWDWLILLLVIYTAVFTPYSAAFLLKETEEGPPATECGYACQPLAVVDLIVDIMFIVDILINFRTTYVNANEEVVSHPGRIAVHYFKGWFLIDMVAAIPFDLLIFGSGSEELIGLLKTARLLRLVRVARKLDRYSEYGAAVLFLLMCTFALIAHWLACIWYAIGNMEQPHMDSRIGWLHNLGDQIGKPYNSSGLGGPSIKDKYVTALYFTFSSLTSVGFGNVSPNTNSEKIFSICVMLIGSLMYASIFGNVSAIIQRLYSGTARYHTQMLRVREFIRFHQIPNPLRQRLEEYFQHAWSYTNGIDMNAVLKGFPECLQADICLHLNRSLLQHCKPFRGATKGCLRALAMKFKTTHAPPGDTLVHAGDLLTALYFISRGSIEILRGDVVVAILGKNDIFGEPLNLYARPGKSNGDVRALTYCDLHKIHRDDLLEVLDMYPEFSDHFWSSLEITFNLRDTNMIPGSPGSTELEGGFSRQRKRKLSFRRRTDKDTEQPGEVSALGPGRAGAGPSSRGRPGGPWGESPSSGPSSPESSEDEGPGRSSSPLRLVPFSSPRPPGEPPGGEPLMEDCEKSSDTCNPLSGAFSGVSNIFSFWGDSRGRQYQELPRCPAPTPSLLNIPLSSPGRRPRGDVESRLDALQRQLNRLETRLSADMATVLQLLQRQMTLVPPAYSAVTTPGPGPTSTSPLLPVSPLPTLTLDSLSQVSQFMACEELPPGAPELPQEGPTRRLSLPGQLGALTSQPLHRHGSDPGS
Numbers without * were called inactive; i = inactive; nt = no result given; & = joins results of further samples. This is a subset (hit frequency here may not be typical).

item	Molecule	KCNQ1 pot	KCNQ1 inh	GSK3 alpha inh	KCNK9 inh	RGS4 inh	Dyrk1A ADPGlo	GSK3beta inhib	PolyA inhibitor	RGS4 act	KCNK3 inh	hERG protect
1	Cc1ccc(SCC(=O)Nc2ccc(-c3nnc(-c4ccco4)o3)cc2)cc1	i	i	nt	i	i	-4	1	i	i	i	-3
2	Cc1nc2ccc(NC(=O)c3ccc(=O)[nH]c3)cc2s1	i	i	1	i	i	4	1	i	i	i	-5
3	O=C1COc2ccc(S(=O)(=O)N3CCCCCC3)cc2N1	i	i	-1	i	i	4	-1	i	i	i	-6
4	O=C(OCCOc1cccc(Cl)c1)c1cc(S(=O)(=O)N2CCCCC2)ccc1N1CCOCC1	i	i	-1	i	i	-12	2	i	i	i	-8
5	CCN(CC)c1ccc(C(=O)NNC(=O)c2cccn2C)cc1	i	i	4	i	i	-4	0	i	i	i	-5
6	CCCCN(C)Cc1c(C)[nH]c2c(Cl)cccc2c1=O	i	i	0	i	i	1	2	i	i	i	-4
7	COC(OC)c1nc(SCC(=O)Nc2cccc(Cl)c2)ncc1C(=O)O	i	i	-3	i	i	nt	6	i	i	i	-7
8	CSCCC(NC(=O)OCc1ccccc1)C(=O)O (configuration not stated)	i	i	-2	i	i	7	-4	i	i	i	-7
9	CC(C)c1ccc(N(C(=O)c2ccc3c(c2)OCO3)C2C=CS(=O)(=O)C2)cc1 (configuration not stated)	i	i	nt	i	i	-4	0	i	i	i	-11
10	Cc1ccc(NC(=O)C2Oc3ccccc3OC2C)cc1 (configuration not stated)	i	i	1	i	i	2	2	i	i	i	-8
11	Cc1ccc(CC(=O)Nc2ccc(F)c([N+](=O)[O-])c2)cc1C	i	i	0	i	i	-1	1	i	i	i	-7
12	Cc1nc(N2CCOCC2)nc(OCCN2CCOCC2)c1[N+](=O)[O-]	i	i	0	i	i	8	-3	i	i	i	-7
13	O=C(NC1CCCC1)c1cc(=O)[nH]c2ccccc12	i	i	2	i	i	nt	1	i	i	i	-4
14	CCOC(=O)N1CCN(C(=O)c2ccc(N(C)S(=O)(=O)c3ccc(C)cc3)cc2)CC1	i	i	5	i	i	1	-1	i	i	i	-10
15	COC(=O)C1C(O)=C(C(C)=N)C(=O)CC1(C)C (configuration not stated)	i	i	0	i	i	1	0	i	i	i	-4
16	O=C(COC(=O)/C=C/c1ccccc1)Nc1cccnc1Cl	i	i	0	i	i	-5	4	i	i	i	-10
17	O=C(Cc1ccc(Cl)cc1)N1CCN(C(=O)c2ccco2)CC1	i	i	-1	i	i	3	-23	i	i	i	-6
18	O=C(Nc1nc(-c2ccc(S(=O)(=O)N3CCOCC3)cc2)cs1)c1ccccc1	i	i	-3	i	i	0&-3	2	i	i	i	-12
19	CNc1oc(Cc2cccc3ccccc23)nc1C#N	i	i	-1	i	i	1	-1	i	i	i	-13
20	CCS(=O)(=O)C1=NN2C(=N)/C(=C\c3ccc(OC(=O)c4ccco4)c(Br)c3)C(=O)N=C2S1	i	i	-2	i	i	nt	-2	i	i	nt	-29
21	CCNC(=O)/C(C#N)=C/c1c(N2CCOCC2)nc2ccccn2c1=O	i	i	-1	i	i	1	-2	i	i	i	-2
22	CC1=C(C)CC(C(=O)NCc2cccc(Cl)c2)C(C(=O)O)C1 (configuration not stated)	i	i	-2	i	i	nt	2	i	i	i	-8
23	CC(C)[C@H](NC(=O)N1CC(=O)Nc2ccccc21)C(=O)N[C@H](Cc1c[nH]c2ccccc12)C(=O)O	i	i	-2	i	i	0	-1	i	i	i	-5
24	Cc1nc(C)c(NC(=O)N2CCc3ccccc32)cc1NC(=O)N1CCc2ccccc21	i	i	-2	i	i	3	-3	i	i	i	-6
25	CSc1ccccc1C(=O)N1CCCC(CCC(=O)NCc2ccc(F)c(F)c2)C1 (configuration not stated)	i	i	0	i	i	nt	6	i	i	i	-7
26	C=C(C)C(=O)N1CC2(CC(c3cccc(NC(=O)/C=C\C=C/C)c3)=NO2)C[C@H]1C(N)=O (some centres not stated)	i	i	0	i	i	2	0	i	i	i	-11
27	COc1ccc(/C=C2\C(=O)ON=C2c2ccccc2)cc1	i	i	-2	i	i	-2	2	i	i	i	-6
28	CN1CCN(c2nc(-c3ccccc3)nc3c2oc2ccccc23)CC1	i	i	-5	i	i	3	-3	i	i	i	-11
29	O=C(COc1ccccc1[N+](=O)[O-])N1CCN(c2ccccn2)CC1	i	i	0	i	i	1	6	i	i	i	-15
30	CCOc1ccc(C(=O)CC(=O)C(=O)NCCc2ccc(OC)c(OC)c2)cc1	i	i	0	i	i	-2	-1	i	i	i	-6
31	CC(C)CCN1C(Nc2ccccc2)=NC[C@@H]1Cc1ccccc1	i	i	1	i	i	6	1	i	i	i	-3
32	O=c1[nH]c2ccc(Cl)cc2c(O)c1Cc1ccccc1	i	i	0	i	i	18	5	i	i	i	-9
33	COc1cc(CC(=O)NCc2ccc3c(c2)OCO3)cc(OC)c1OC	i	i	0	i	i	6	2	i	i	i	-5
34	CCNS(=O)(=O)c1ccc(-c2ccc(-n3cnnn3)cc2)cc1	i	i	-1	i	i	-3	-3	i	i	i	-5
35	CCOC(=O)c1nnn(-c2nonc2N)c1COc1ccccc1	i	i	39	i	i	8	-27	i	i	i	-9
36	O=S(=O)(NCC(c1ccc2c(c1)OCO2)N1CCOCC1)c1ccccc1 (configuration not stated)	i	i	1	i	i	-5	4	i	i	i	-16
37	CCOC(=O)C1CCN(C(=O)COc2cccc3ccccc23)CC1	i	i	-1	i	i	7	1	i	i	i	-10
38	COc1cc(/C=C(\C#N)C(=O)NC2CCCCC2C)ccc1OS(=O)(=O)c1ccc(C)cc1 (configuration not stated)	i	i	-2	i	i	-1	-1	i	i	i	-12
39	Cc1ccc(NC2CCCN(C(=O)CCn3nccc3C)C2)cc1C (configuration not stated)	i	i	-2	i	i	2	3	i	i	i	-7
40	CC(C)CCN1CCN(Cc2ccoc2)CC1CCO (configuration not stated)	i	i	-1	i	i	14	3	nt	i	i	-10
41	CCc1cc(C=NC2CCCCC2)c(O)s1	i	i	1	i	i	8	3	i	i	i	-5
42	Cc1ccc(N2C(=O)CSC2c2cccnc2)cc1F (configuration not stated)	i	i	-3	i	i	-1	-6	i	i	i	-15
43	CCC(Oc1ccccc1F)C(=O)NCCN1CCOCC1 (configuration not stated)	i	i	-1	i	i	15	2	i	i	i	-1
44	COc1ccccc1C(=O)NNC(=O)c1ccc(Cl)cc1	i	i	-1	i	i	nt	-1	i	i	i	-1
45	Cc1ccccc1OCc1nnc(SCC(=O)Nc2ccc(N3CCOCC3)cc2)n1C	i	i	1	i	i	-3	nt	i	i	i	-8
46	CN1C(=O)CC(Sc2ncccc2C(=O)O)C1=O (configuration not stated)	i	i	-11	i	i	4	4	i	i	i	-2
47	COc1ccc(CCNC(=O)CCS(=O)(=O)c2ccc3c(c2)CCN3C(C)=O)cc1OC	i	i	0	i	i	3	1	i	i	i	-4
48	Cn1c(N)c(C(=O)COC(=O)C2CCCC2)c(=O)n(C)c1=O	i	i	-1	i	i	9	-2	i	i	i	-8
49	O=C(NCCN1CCOCC1)c1csc2c1CCCCC2	i	i	-5	i	i	nt	-2	i	i	i	0
50	CC(=O)Nc1ccc(NC(=O)CSc2nnc(NC(=O)C3CC(=O)N(c4ccc(F)cc4)C3)s2)cc1 (configuration not stated)	i	i	1	i	i	-2	3	i	i	i	-3

(more compounds)
item	Molecule	KCNQ1 pot	KCNQ1 inh	GSK3 alpha inh	KCNK9 inh	RGS4 inh	Dyrk1A ADPGlo	GSK3beta inhib	PolyA inhibitor	RGS4 act	KCNK3 inh	hERG protect
51	O=C(Nc1nc(-c2ccccn2)cs1)c1ccc(S(=O)(=O)N2CCCCC2)cc1	i	i	1	i	i	nt	11	i	i	nt	-10
52	O=S(=O)(c1ccccc1)N1CCc2ccccc21	i	i	3	i	i	nt	3	i	i	i	-11
53	C(=C/c1nccc2c1[nH]c1ccccc12)/c1ccc2c(c1)OCO2	i	i	nt	i	i	12	-2	i	i	-11*	-13
54	Cc1cccc(N(C(=O)c2csnn2)C(C(=O)NC(C)(C)C)c2ccncc2)c1 (configuration not stated)	i	i	-1	i	i	nt	1	i	i	i	0
55	COc1ccc(CCC(=O)Nc2nc3c(s2)CN(C)CC3)cc1OC	i	i	6	i	i	6	0	i	i	i	-4
56	O=C(COC(=O)CCc1nc2ccccc2n1-c1ccccc1)Nc1cccc(Cl)c1	i	i	-1	i	i	2	0	i	i	i	-6
57	O=C(NC(=S)N1CCN(c2ccc(O)cc2)CC1)c1cccs1	i	i	2	i	i	18	-1	i	i	i	-10
58	O=C(Nc1ccncc1)c1ccc(S(=O)(=O)Nc2ccccc2)cc1	i	i	3	i	i	1	-6	i	i	i	-6
59	O=C(CN1CCCCC1)Nc1nnc(-c2ccccc2)s1	i	i	-3	i	i	6	-2	i	i	i	-3
60	COc1cc(OC)cc(C(=O)NCC(=O)OCC(=O)Nc2ccc3c(c2)OCO3)c1	i	i	-3	i	i	-1	-2	i	i	i	-16
61	CC(C)C1N(C(=O)CN2CCCC2)CCN1S(=O)(=O)c1ccccc1 (configuration not stated)	i	i	2	i	i	3	-1	i	i	i	-7
62	O=C(O)c1cn(C2CC2)c2cc(N3CCN(S(=O)(=O)c4ccc5c(c4)OCCO5)CC3)c(F)cc2c1=O	i	i	0	i	i	-1	-3	i	i	i	-24
63	CCOC(=O)c1nnc(-c2ccccc2)nc1NC	i	i	-1	i	i	2	-3	i	i	i	-15
